TRHR PAM = qHTS for Small Molecule Agonists and Allosteric Enhancers of Human TRH Receptor: Primary Screen for Enhancers. Thyrotropin-releasing hormone receptor (Homo sapiens), P34981. TRHR cells, fluo-8 calcium fluorescence, EC20 TRH enhancement. enhancement, % at 2 µM. hit rate 0.66% among 360,000; in the data active = enhancement above about 30%; note: 0% is about no effect
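Enhancer read-out: after compound pinning and an initial kinetic agonist-mode read, an EC20 of TRH (10 nM final) was injected and fluo-8 calcium signal (Ex 480/Em 530) followed at 1 s/cycle for 100 cycles in TRHR-expressing cells.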
RXFP1 agonist = qHTS Assay for Agonists of the Relaxin Receptor RXFP1 | HEK293T-RXFP1 cAMP TR-FRET, 30 min; response scale: percent of porcine relaxin response, buffer zero | Relaxin receptor 1 (Homo sapiens), Q9HBX9 | hit rate 0.3% among 370,000 | AID 2676, 2010 | Potency, µM (titrated, usually from 57.5 µM), inactives show at the top dose activation, usual class: activators; active = well fitted activation curve with a large enough effect; note: potency is the fitted concentration of half-maximal effect; % is set by controls: 0 for no effect and ±100 for the full control effect; nearly all actives have a fitted effect of over 60% in size; many of its hits are not listed in these tables
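HEK293T cells stably expressing RXFP1 were pretreated with the PDE4 inhibitor Ro 20174, exposed to compounds for 30 min at 37C, lysed, and cAMP was read by TR-FRET. Data normalized to buffer (basal) and 29 nM porcine relaxin (100%).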
D1 PAM = Potentiators of Human D1 Dopamine Receptor: qHTS; D(1A) dopamine receptor (Homo sapiens), P21728; HEK293 TREx D1 cells, calcium flux, dopamine EC20 potentiation; potentiation, % at 10 µM; hit rate 0.036% among 360,000; in the data active = potentiation above about 30%; note: 0% is about no effect
Target sequence (P21728 whole entry, looked up): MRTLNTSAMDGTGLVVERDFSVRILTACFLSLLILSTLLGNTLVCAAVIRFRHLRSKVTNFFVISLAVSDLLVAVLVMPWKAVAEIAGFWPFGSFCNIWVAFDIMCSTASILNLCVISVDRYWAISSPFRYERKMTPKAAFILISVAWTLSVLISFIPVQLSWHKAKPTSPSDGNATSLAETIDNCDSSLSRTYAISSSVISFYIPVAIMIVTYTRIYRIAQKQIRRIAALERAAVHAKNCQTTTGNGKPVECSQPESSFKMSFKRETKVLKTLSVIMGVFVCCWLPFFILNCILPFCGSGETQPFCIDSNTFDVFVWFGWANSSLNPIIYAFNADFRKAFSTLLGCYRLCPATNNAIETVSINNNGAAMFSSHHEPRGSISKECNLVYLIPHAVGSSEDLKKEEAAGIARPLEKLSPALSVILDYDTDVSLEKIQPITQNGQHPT
D1 antagonist = Antagonist of Human D 1 Dopamine Receptor: qHTS; D(1A) dopamine receptor (Homo sapiens), P21728; HEK293 TREx D1 cells, calcium flux, dopamine EC80; stronger effect = lower value; activity change, negative = inhibition, % at 10 µM; hit rate 3.2% among 360,000; in the data active = activity change below about -30%; note: % is set by controls: 0 for no effect and ±100 for the full control effect
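Cells carrying a force-coupled, tetracycline-inducible human D1 receptor report calcium flux. Each well gets a 10 s baseline, compound with 180 s monitoring, then an EC80 dopamine stimulus with a second 180 s kinetic read.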
D2 ag = HTS Assay for Allosteric Agonists of the Human D2 Dopamine Receptor: Primary Screen for Agonists; D(2) dopamine receptor (Homo sapiens), P14416; HEK293 T-REx D2 cells, calcium flux agonist mode; activation, % at 2 µM; hit rate 0.53% among 340,000;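 active = activation over 3 SD above normal in the single-dose calcium agonist read, cut at about 30% in these data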; note: 0% is about no effect
Target sequence (P14416 whole entry, looked up): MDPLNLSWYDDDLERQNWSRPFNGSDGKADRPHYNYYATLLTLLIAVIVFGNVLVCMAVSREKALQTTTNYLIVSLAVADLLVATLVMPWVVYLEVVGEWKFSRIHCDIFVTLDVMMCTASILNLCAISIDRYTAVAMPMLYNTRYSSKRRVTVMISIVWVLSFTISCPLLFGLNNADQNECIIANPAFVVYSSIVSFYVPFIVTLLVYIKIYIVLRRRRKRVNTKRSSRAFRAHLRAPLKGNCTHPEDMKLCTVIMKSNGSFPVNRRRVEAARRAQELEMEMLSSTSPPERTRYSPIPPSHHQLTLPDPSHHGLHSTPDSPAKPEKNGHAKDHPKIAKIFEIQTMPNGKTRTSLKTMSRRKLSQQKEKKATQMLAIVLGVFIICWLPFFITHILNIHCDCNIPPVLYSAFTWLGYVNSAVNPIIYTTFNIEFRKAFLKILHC
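Agonism scored from kinetic calcium signal (1 read/sec, 180 s) following compound pin transfer, after a 10 s baseline. Cells: HEK293 Trex line expressing inducible D2 receptor coupled to calcium, dye-loaded after overnight culture at 30 C.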
RXFP1 antag = qHTS Assay for Antagonists of the Relaxin Receptor RXFP1 | HEK293-RXFP1, relaxin-stimulated cAMP HTRF, 30 min; stronger effect = lower value | hit rate 0.59% among 350,000 | Relaxin receptor 1 (Homo sapiens), Q9HBX9 | activity change, negative = inhibition, % at 57.5 µM;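 active = activity change of -60% or lower, but not beyond a set lower limit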; note: % is set by controls: 0 for no effect and ±100 for the full control effect
D1 agonist = Allosteric Agonists of the Human D1 Dopamine Receptor: qHTS. D(1A) dopamine receptor (Homo sapiens), P21728. HEK293 T-REx D1 cells, calcium flux, agonist mode. activation, % at 2 µM. hit rate 1% among 360,000; in the data active = activation above about 30%; note: 0% is about no effect
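Tetracycline-induced HEK293 TREx D1 cells, force-coupled to calcium signalling, were dye-loaded with a no-wash calcium kit. Compound was pin-added after a 10 s baseline. Fluorescence was read kinetically at 1 cycle/s for 180 s, with calcium rises flagged as agonism.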
D2 potentiator = HTS Assay for Positive Allosteric Modulators of the Human D2 Dopamine Receptor: Primary Screen for Potentiators | HEK293 T-REx D2, calcium flux, EC20 dopamine potentiation | potentiation, % at 10 µM | hit rate 0.34% among 340,000 | D(2) dopamine receptor (Homo sapiens), P14416;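 active = potentiation over 3 SD above the plate norm, cut at about 30% in these data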; note: 0% is about no effect
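Potentiation of an EC20 dopamine calcium response measured kinetically over 180 s, after a preceding 180 s compound-only read flagging agonists. Cells: inducible Hek293 Trex D2 line, 4000/well, cultured overnight at 30 C before dye loading.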
D2 antagonist = HTS Assay for Allosteric Antagonists of the Human D2 Dopamine Receptor: Primary Screen for Antagonists. HEK293 TREx D2 cells, calcium flux, dopamine EC80. hit rate 2% among 340,000. inhibition, % at 10 µM; in the data active = inhibition above about 30%; note: 0% is about no effect
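Calcium mobilization kinetics were recorded at 1 s intervals in tetracycline-induced HEK293 T-REx D2 cells, first for 180 s after compound addition and then 180 s after EC80 dopamine.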
The depositor's hits bear a star. A portion of the library, so the mix of outcomes need not match the whole.

For CCn1cc(CNC(=O)/C=C/c2cnn(C)c2)c(C)n1 the results were TRHR PAM -5, RXFP1 agonist 2.9%, D1 PAM -2, D1 antagonist -9, D2 ag -0.4, RXFP1 antag 10, D1 agonist 2, D2 potentiator 12 and D2 antagonist -4.
`CCN(CC)c1ccc(NC(=O)c2ccccc2F)cc1S(=O)(=O)Nc1ccccc1OC` gave TRHR PAM -1, RXFP1 agonist -0.5%, D1 PAM 0, D1 antagonist -9, D2 ag -1.9, RXFP1 antag 17, D1 agonist 2, D2 potentiator -5 and D2 antagonist 2.
`CCNC(=O)CC1C(=O)N(c2ccc(F)cc2)C(=O)N1CCOC` (stereo not drawn) gave TRHR PAM -9, RXFP1 agonist 0.7%, D1 PAM -2, D1 antagonist -6, D2 ag 0.7, D1 agonist 3 and D2 potentiator -6.
Cc1ccc(C(=O)Nc2nc(C)c(C)s2)o1 was read as TRHR PAM 4, RXFP1 agonist 1.6%, D1 PAM -3, D1 antagonist 7, D2 ag -0.3, RXFP1 antag -14, D1 agonist 1, D2 potentiator -4 and D2 antagonist 1.
Screening Cc1cc([N+](=O)[O-])nn1CCCC(=O)Nc1c(C)n(C)n(-c2ccccc2)c1=O returned TRHR PAM -1, RXFP1 agonist -0.4%, D1 PAM 1, D1 antagonist 1, D2 ag 4.0, RXFP1 antag -13, D1 agonist 3, D2 potentiator -3 and D2 antagonist -3.
`O=C(CCNS(=O)(=O)c1ccc(Br)s1)NCc1ccc2c(c1)OCO2` gave TRHR PAM -7, RXFP1 agonist -1.4%, D1 PAM -7, D1 antagonist 4, D2 ag -0.4, RXFP1 antag -7, D1 agonist 3, D2 potentiator -5 and D2 antagonist 9.
Screening CC(=O)NC(O)C(=O)c1ccco1 (stereo not drawn) returned TRHR PAM 5, RXFP1 agonist 1.4%, D1 PAM -1, D1 antagonist 44, D2 ag -0.8, RXFP1 antag 14, D1 agonist 7, D2 potentiator 7 and D2 antagonist 5.
CCc1ccccc1OCc1nc2ccc(S(=O)(=O)N3CCOCC3)cc2[nH]1 was read as TRHR PAM 33*, RXFP1 agonist -1.8%, D1 PAM 0, D2 ag -0.4, RXFP1 antag -9, D1 agonist 0, D2 potentiator 13 and D2 antagonist -13.
For CS(=O)(=O)c1ccccc1C(=O)Nc1ccc(-c2nc3ccccc3o2)cc1 the results were TRHR PAM -1, RXFP1 agonist 0.1%, D1 PAM -5, D1 antagonist -5, D2 ag 0.0, RXFP1 antag -1, D1 agonist 5, D2 potentiator -1 and D2 antagonist -6.
`CCc1ccc(NC(=O)CN(c2ccc(OC)cc2)S(=O)(=O)c2c(C)nn(C)c2C)cc1` gave TRHR PAM -4, RXFP1 agonist -1.4%, D1 PAM -9, D1 antagonist 4, D2 ag 0.8, RXFP1 antag -113*, D1 agonist 3, D2 potentiator 1 and D2 antagonist -6.
Screening C/C(=C\C(=O)OCC(=O)NCc1ccccc1)C(=O)OCC(=O)NCc1ccccc1 returned TRHR PAM 11, RXFP1 agonist -0.7%, D1 PAM 16, D1 antagonist -13, D2 ag -1.2, RXFP1 antag -14, D1 agonist 4, D2 potentiator 18 and D2 antagonist -15.
`COc1ccccc1N1CCN(S(=O)(=O)c2cc(C(=O)Nc3ccc(Oc4ccccc4)cc3)ccc2F)CC1` gave TRHR PAM -2, RXFP1 agonist -1.3%, D1 PAM -2, D1 antagonist -6, D2 ag -0.4, RXFP1 antag 1, D1 agonist -1 and D2 potentiator 10.
Cc1cccc2cc(C(c3nnnn3Cc3ccccc3)N3CCN(c4ccccc4)CC3)c(=O)[nH]c12 (stereo not drawn) was read as TRHR PAM 3, RXFP1 agonist -1.0%, D1 PAM -6, D1 antagonist -2, D2 ag -0.6, RXFP1 antag -2, D1 agonist 3, D2 potentiator -1 and D2 antagonist 9.
For Cc1cccc(NC(=O)CSc2nccn2Cc2ccc(F)cc2)c1C the results were TRHR PAM 0, RXFP1 agonist 1.3%, D1 PAM -2, D1 antagonist -5, D2 ag 0.4, RXFP1 antag -5, D1 agonist 2 and D2 potentiator 2.
For CC(C)(C)NC(=O)NC(=O)CSc1nncs1 the results were TRHR PAM 0, RXFP1 agonist 0.6%, D1 PAM 2, D1 antagonist -5, D2 ag 0.0, RXFP1 antag 6, D1 agonist 5, D2 potentiator 4 and D2 antagonist 2.
For CCOC(=O)c1[nH]c2ccc(OC)cc2c1NC(C)=O the results were TRHR PAM 6, RXFP1 agonist -0.9%, D1 PAM -6, D1 antagonist -1, D2 ag 1.3, RXFP1 antag -22, D1 agonist 2, D2 potentiator 1 and D2 antagonist 7.
CC(=O)O/N=C(\N)c1cnn2c(C(F)(F)F)cc(C(F)(F)F)nc12 was read as TRHR PAM 5, RXFP1 agonist -0.5%, D1 PAM 1, D1 antagonist 4, D2 ag 0.8, RXFP1 antag 0, D1 agonist 1, D2 potentiator 11 and D2 antagonist -2.
`COc1ccc(NC(=O)c2cc(S(=O)(=O)N3CCS(=O)(=O)CC3)ccc2Cl)cc1` gave TRHR PAM 20, RXFP1 agonist -0.5%, D1 PAM 1, D1 antagonist 3, D2 ag 0.5, RXFP1 antag -6, D1 agonist 1, D2 potentiator 0 and D2 antagonist -18.
COCCn1c(SCC(=O)Nc2cc(C(C)(C)C)nn2-c2ccccc2)nc2ccccc2c1=O was read as TRHR PAM 0, RXFP1 agonist 0.4%, D1 PAM -1, D1 antagonist -14, D2 ag -0.1, D1 agonist 2, D2 potentiator -5 and D2 antagonist 0.
CCOC(=O)c1nn(-c2ccccc2C)c(=O)cc1OCC(=O)N1CCN(c2ccccc2)CC1 was read as TRHR PAM 0, RXFP1 agonist -1.3%, D1 PAM -2, D1 antagonist 15, D2 ag 0.0, RXFP1 antag -16, D1 agonist 0, D2 potentiator 16 and D2 antagonist 0.

Gathered by group, those above containing a tert-butyl group
For CC(C)(C)NC(=O)NC(=O)CSc1nncs1 the results were TRHR PAM 0, RXFP1 agonist 0.6%, D1 PAM 2, D1 antagonist -5, D2 ag 0.0, RXFP1 antag 6, D1 agonist 5, D2 potentiator 4 and D2 antagonist 2.
COCCn1c(SCC(=O)Nc2cc(C(C)(C)C)nn2-c2ccccc2)nc2ccccc2c1=O was read as TRHR PAM 0, RXFP1 agonist 0.4%, D1 PAM -1, D1 antagonist -14, D2 ag -0.1, D1 agonist 2, D2 potentiator -5 and D2 antagonist 0.

Next entries follow.
`C[N+]1(CC(=O)OCCCc2ccccc2)CCCC1` gave TRHR PAM -5, RXFP1 agonist -0.7%, D1 PAM -1, D1 antagonist 12, D2 ag 1.5, RXFP1 antag 5, D1 agonist 5, D2 potentiator 5 and D2 antagonist -2.
`CC(C)(C)c1ccc(C(=O)N2CCNCC2)cc1` gave TRHR PAM 4, RXFP1 agonist -1.3%, D1 PAM -1, D1 antagonist 22, D2 ag -0.5, RXFP1 antag -4, D1 agonist 6, D2 potentiator 11 and D2 antagonist -26.
For CCOc1ccc2nc(SCC(=O)NC(=O)NCc3ccco3)sc2c1 the results were TRHR PAM 7, RXFP1 agonist 0.5%, D1 PAM 0, D1 antagonist -10, D2 ag -0.6, RXFP1 antag -11, D1 agonist 1, D2 potentiator -2 and D2 antagonist 1.
`O=c1[nH]c(/C(=N\O)c2ccccc2)no1` gave TRHR PAM -2, RXFP1 agonist 0.7%, D1 PAM -3, D1 antagonist -2, D2 ag 0.4, RXFP1 antag -6, D1 agonist 0, D2 potentiator 0 and D2 antagonist 14.
COC(=O)C1CCN(c2ccc(Cl)nn2)CC1 was read as TRHR PAM 7, RXFP1 agonist 2.9%, D1 PAM 1, D1 antagonist -6, D2 ag 0.2, RXFP1 antag -4, D1 agonist 3, D2 potentiator 8 and D2 antagonist 14.
For CCCC(=O)OCc1cnc(C)c2oc(=O)c(C(=O)Nc3ccc(F)cc3C)cc12 the results were TRHR PAM -7, RXFP1 agonist 1.4%, D1 PAM 0, D1 antagonist -17, D2 ag 2.0, RXFP1 antag -4 and D1 agonist -1.
Cc1cc(C)nc(SCc2cc(=O)c(OC(=O)c3cc([N+](=O)[O-])ccc3Cl)co2)n1 was read as TRHR PAM -7, RXFP1 agonist -0.6%, D1 PAM -1, D1 antagonist -8, RXFP1 antag 4, D1 agonist 3 and D2 potentiator 9.
Cc1ccc(NC(=O)Nc2nnc(Cc3ccc([N+](=O)[O-])cc3)s2)cc1 was read as TRHR PAM 1, RXFP1 agonist 0.4%, D1 PAM -4, D1 antagonist 2, D2 ag 0.8, D1 agonist 3, D2 potentiator -2 and D2 antagonist 0.
Screening CC(Oc1ccc(F)cc1)C(=O)Nc1cc(S(=O)(=O)N2CCOCC2)ccc1N1CCN(C)CC1 (stereo not drawn) returned TRHR PAM -6, RXFP1 agonist 0.7%, D1 PAM -4, D1 antagonist -1, D2 ag 0.1, RXFP1 antag -9, D1 agonist 2, D2 potentiator 3 and D2 antagonist -2.
For C=CCN(c1ccc(C(=O)N2CCCC2)cc1)S(C)(=O)=O the results were TRHR PAM 0, RXFP1 agonist -1.3%, D1 PAM 2, D1 antagonist 7, D2 ag 0.6, RXFP1 antag 11, D1 agonist -2, D2 potentiator -12 and D2 antagonist 5.
`C[C@@H](C(=O)NCc1ccco1)N1C(=O)N2CCc3c([nH]c4ccccc34)[C@@]2(C)C1=O` gave TRHR PAM -5, RXFP1 agonist 1.5%, D1 PAM -1, D1 antagonist 7, D2 ag 0.2, D1 agonist 1, D2 potentiator 0 and D2 antagonist 7.
`Cc1ccc(N2C(=O)N(Cc3cc(=O)n4ccccc4n3)c3ccccc3S2(=O)=O)cc1Cl` gave TRHR PAM 1, RXFP1 agonist 5.7%, D1 PAM 0, D1 antagonist -7, D2 ag 0.2, RXFP1 antag 2, D1 agonist 2 and D2 potentiator -11.
Screening COC(=O)c1nc2n(n1)C(c1ccccc1OC)C1=C(CCCC1=O)N2 (stereo not drawn) returned TRHR PAM 6, RXFP1 agonist 0.7%, D1 PAM 2, D1 antagonist -3, D2 ag 0.7, RXFP1 antag 1, D1 agonist 2, D2 potentiator -7 and D2 antagonist 4.
